Screens from PubChem BioAssay.
SENP8 block-1: SENP8 protease inhibition | purified SENP8, Z-RLRGG-aminoluciferin cleavage, luminescence | inhibition, % at 10 µM | 330,000 tested, 1.2% active | AID 2540; in the data active means inhibition above about 50%
Target sequence (Q96LD8 whole entry, looked up): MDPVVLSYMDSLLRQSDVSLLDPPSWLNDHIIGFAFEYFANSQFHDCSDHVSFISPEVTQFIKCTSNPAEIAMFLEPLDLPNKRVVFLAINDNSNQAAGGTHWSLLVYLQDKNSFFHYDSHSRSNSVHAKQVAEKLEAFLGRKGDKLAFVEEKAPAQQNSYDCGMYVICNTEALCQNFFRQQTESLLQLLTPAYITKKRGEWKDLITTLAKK
SENP1 FRET inh: blocks the human SENP1 SUMO protease catalytic domain | Q9P0U3 | recombinant SENP1 catalytic domain, CyPet-SUMO1-YPet FRET cleavage | inhibition, % at 10 µM | 360,000 tested, 0.21% active | AID 624204;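 active means inhibition at least 30% at 10 µM, raw YFP signal under a set limit, fluorescence ratio 0.5 to 1.5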;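 further: 0% = enzyme with DMSO and 100% = no enzyme wells; some results filed as inactive read as strong as hits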
Target sequence (Q9P0U3 419-644 limits assumed): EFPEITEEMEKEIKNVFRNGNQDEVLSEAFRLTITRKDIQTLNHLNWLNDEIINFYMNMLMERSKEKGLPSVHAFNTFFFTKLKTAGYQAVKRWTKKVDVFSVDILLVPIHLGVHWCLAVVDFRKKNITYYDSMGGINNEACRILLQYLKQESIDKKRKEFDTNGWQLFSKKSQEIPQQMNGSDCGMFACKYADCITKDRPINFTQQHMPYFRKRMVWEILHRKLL
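Material: hSENP1 catalytic domain, recombinant; medium: Tris pH 8 with BME, BSA, NP40 and catalase; compound: single concentration of 10 µM compound, 0.5% DMSO final; technique: FRET read of cyan and yellow fluorescence; timing: 50 min enzyme reaction, room temperature, light-protected; reagent: SFCypet-SUMO1-SFYpet substrate at 25 nM; control set: no-enzyme low, enzyme-DMSO high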
SENP8 block-2: inhibitors of human SENP8 protease | recombinant SENP8, Nedd8 substrate fluorescence | inhibition, % at 20 µM | 360,000 tested, 0.64% active | AID 602440; in the data active means inhibition mostly above about 40%, no sharp cut-off; inactive means mostly below about 27%
PfGluPho inh: PfG6PD (Plasmodium falciparum) enzyme inhibition | PfGluPho enzyme, NADPH resazurin-diaphorase fluorescence | inhibition, % at 20 µM | 350,000 tested, 0.78% active;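 active means inhibition reaching at least a set limit at 20 µM in the primary screen, cut at about 59% in these data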;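 further: 0% = DMSO wells with substrate and 100% = DMSO wells lacking glucose-6-phosphate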
SENP6 block: SENP6 protease inhibition. Recombinant SENP6 catalytic domain, aminoluciferin luminescence. inhibition, % at 10 µM. 330,000 tested, 1.8% active;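 active means inhibition above about 50% at the single tested dose, limit read from the data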;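 further: plate controls were DMSO wells with enzyme for no effect and DMSO wells lacking enzyme for full effect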
NALP3 yeast inh: blocks the NALP3 inflammasome reconstituted in yeast; Yeast reconstituted NLRP3/ASC/caspase-1, beta-gal luminescence, 24 h; inhibition, % at 10 µM; 330,000 tested, 0.39% active; AID 2825;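 active means inhibition of 50% or more; inactive means inhibition below 50%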;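 further: plate controls were induced DMSO wells for no effect and uninduced yeast grown without galactose for full effect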
SENP7 inh: SENP7 protease inhibition; 330,000 tested, 1.5% active; recombinant SENP7, Z-RLRGG-aminoluciferin luminescence, 40 min; inhibition, % at 5 µM; Q9BQF6;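 active means inhibition above about 50% at the single test dose, limit read from the data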;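 further: plate controls were DMSO with enzyme for no effect and no enzyme buffer wells for full effect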
Target sequence (Q9BQF6 706-1050 limits assumed): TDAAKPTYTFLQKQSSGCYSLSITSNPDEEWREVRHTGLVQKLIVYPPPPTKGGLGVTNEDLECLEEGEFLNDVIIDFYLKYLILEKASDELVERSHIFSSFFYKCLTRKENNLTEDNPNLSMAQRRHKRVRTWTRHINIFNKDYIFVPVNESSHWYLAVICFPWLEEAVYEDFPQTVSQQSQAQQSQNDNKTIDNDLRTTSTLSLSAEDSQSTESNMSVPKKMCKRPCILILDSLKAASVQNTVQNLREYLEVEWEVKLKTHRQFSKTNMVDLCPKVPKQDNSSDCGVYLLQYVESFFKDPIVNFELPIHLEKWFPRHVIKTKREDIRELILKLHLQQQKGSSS
HKDC1 inh: blocks human hexokinase HKDC1 activity; recombinant HKDC1, G6PDH/diaphorase resazurin coupled fluorescence; inhibition, % at 20 µM; AID 493160; 340,000 tested, 0.16% active;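 active means inhibition above about 35% when tested at 20 µM, limit read from the data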;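 further: plate controls were DMSO wells with enzyme for no effect and DMSO wells lacking enzyme for full effect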
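test system = in-house recombinant HK5 (HKDC1) enzyme | amount = HKDC1 at 5 µg/mL | control set = DMSO-enzyme wells negative, buffer-substituted wells positive | compound = one dose of 20 µM, 1% DMSO | schedule = reaction time 90 min, room temperature, protected from light | technique = resorufin fluorescence at 613 nm | reagent = glucose with 1 mM ATP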
Apaf1 inhib: inhibitors of human Apaf-1 apoptosome; O14727; reconstituted apoptosome caspase-3 activity, DEVD-Rh110 fluorescence; inhibition, % at 20 µM; 330,000 tested, 0.71% active; AID 489030; active means inhibition of at least 40% at 20 µM;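 further: plate controls were DMSO wells for no effect and DEVD-CHO caspase inhibitor wells for full effect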
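Assay system – apoptosome proteins · Medium – Hepes buffer, pH 7.5 · Also added – cytochrome c with DEVD-Rh110 · Timing – 30 min compound preincubation, 50 min activation, room temperature · Detection – Rh110 fluorescence, excitation 480 nm, emission 540 nm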
* = called active by the depositor; / = no result given.

Start of the listing, in advance, 7 compounds:
SMILES	SENP8 block-1	SENP1 FRET inh	SENP8 block-2	PfGluPho inh	SENP6 block	NALP3 yeast inh	SENP7 inh	HKDC1 inh	Apaf1 inhib
Cc1nn(C(=O)c2ccco2)c(C)c1Sc1ccccc1	0	0	19	-9	-7	-1	-5	7	12
COc1ccc(O)c(/C=c2/sc3nc4cc(C)c(C)cc4n3c2=O)c1	4	-48	-24	68*	-10	13	6	6	12
COc1ccc(-c2cc(-c3nnc(COC(=O)c4ccc(O)cc4)o3)c3ccccc3n2)cc1OC	3	-39	-396	13	1	10	1	13	5
CC(C)Cn1c(N)c(C(=O)COC(=O)C2=COCCO2)c(=O)n(C)c1=O	-2	-7	12	-9	-15	-15	5	-3	-3
COc1ccc2c(=O)c(N3C(=O)c4ccccc4C3=O)coc2c1	2	0	9	-8	-12	13	3	-5	-1
COC(=O)CC1C(=O)NCCN1C(=O)c1ccc2oc(C(C)C)nc2c1 (stereo unspecified)	5	1	9	8	-2	14	-4	-6	-3
CCOC(=O)C1=C(O)/C(=C/c2cccc(OC)c2O)N=C1C	1	-25	-4	8	16	4	8	-5	9

All compounds of this part, repeating the preview:
SMILES	SENP8 block-1	SENP1 FRET inh	SENP8 block-2	PfGluPho inh	SENP6 block	NALP3 yeast inh	SENP7 inh	HKDC1 inh	Apaf1 inhib
Cc1nn(C(=O)c2ccco2)c(C)c1Sc1ccccc1	0	0	19	-9	-7	-1	-5	7	12
COc1ccc(O)c(/C=c2/sc3nc4cc(C)c(C)cc4n3c2=O)c1	4	-48	-24	68*	-10	13	6	6	12
COc1ccc(-c2cc(-c3nnc(COC(=O)c4ccc(O)cc4)o3)c3ccccc3n2)cc1OC	3	-39	-396	13	1	10	1	13	5
CC(C)Cn1c(N)c(C(=O)COC(=O)C2=COCCO2)c(=O)n(C)c1=O	-2	-7	12	-9	-15	-15	5	-3	-3
COc1ccc2c(=O)c(N3C(=O)c4ccccc4C3=O)coc2c1	2	0	9	-8	-12	13	3	-5	-1
COC(=O)CC1C(=O)NCCN1C(=O)c1ccc2oc(C(C)C)nc2c1 (stereo unspecified)	5	1	9	8	-2	14	-4	-6	-3
CCOC(=O)C1=C(O)/C(=C/c2cccc(OC)c2O)N=C1C	1	-25	-4	8	16	4	8	-5	9
Cc1cc(-c2nn(-c3ccccc3F)cc2CNCCc2cnc[nH]2)c(C)s1	-1	-10	-2	13	-20	-5	5	-7	-5
COc1ccc(C(=O)Oc2ccc[nH]c2=O)cc1	-17	2	14	0	-26	13	-3	0	-1
Cc1cc(NC(=O)CCN2CCC(C(N)=O)CC2)ccc1Br	1	2	-1	-4	-3	-8	7	1	7
Oc1ccc(/C=C/c2ccnc3ccccc23)cc1	40	16	-293	1	61*	21	8	-6	-9
CCN(CC(=O)Nc1ccc(NC(C)=O)cc1)C(=O)c1oc2ccccc2c1C	10	-1	-2	-14	-21	-2	-8	-1	-2
CCOc1ccc(C(=O)CCC(=O)NC(CC(C)C)C(=O)OC)cc1 (stereo unspecified)	-2	-31	-15	10	-2	-18	8	-2	-5
CC1Oc2ccccc2N(CC(=O)Nc2ccc3c(c2)OCO3)C1=O (stereo unspecified)	-7	0	0	5	-2	11	-6	-4	-13
CCOC(=O)c1cnn(-c2cc(Oc3ccccc3C)ncn2)c1N	-12	2	16	-16	-16	25	-4	3	29
CCN(CC)S(=O)(=O)c1ccc(N2CCOCC2)c(NC(=O)c2ccc(C#N)cc2)c1	-4	36*	1	-3	-5	12	-8	-1	12
Cn1cccc1C(=O)OCC(=O)NC(=O)c1ccc(Cl)cc1	-1	-5	-2	-7	2	6	-2	-9	-5
Cn1c(=O)[nH]c(=O)c2c1nc(Br)n2CCCO	-5	1	9	-15	-3	3	-9	-2	3
COc1ccc(CC(=O)Nc2ccc(S(=O)(=O)N3CCCC3)cc2)c(OC)c1	5	-4	2	-1	-2	7	4	2	-8
Cc1ccn2cc(CNS(=O)(=O)c3ccc4c(c3)OCCO4)nc2c1	1	-10	-27	1	12	1	-1	-6	-11
Cc1ccc(CNc2cc(C(=O)O)ccc2C)s1	4	1	-101	-6	-12	16	0	-4	-13
O=C1NC(Cc2c[nH]c3ccccc23)C(=O)N1CCOc1ccc(F)cc1 (stereo unspecified)	-3	-2	4	-12	0	5	1	3	6
O=C(COC(=O)[C@@H]1CCCN1S(=O)(=O)c1ccccc1F)NCc1ccc2c(c1)OCO2	-11	1	8	-5	12	1	13	-4	-5
COc1ccc(NS(=O)(=O)c2c(C)n(C)c(=O)n(C)c2=O)cc1OC	-5	3	14	2	-12	5	5	-2	-1
Cc1ccc(C(=O)COC(=O)c2n[nH]c(=O)c3ccccc23)cc1	-16	0	13	15	-6	3	-6	-4	16
CCN1CCN(c2ccc(NC(=O)c3ccc(OC)c(S(=O)(=O)N4CCCC4)c3)cc2)CC1	8	-1	14	13	0	23	1	0	7
CCOC(=O)c1nn(-c2ccc3ccccc3c2)cc1O	-9	-1	-103	2	-1	33	1	-1	-10
Cc1ccc(C(=O)OCCOc2cccc(Cl)c2)cc1S(=O)(=O)N1CCOCC1	-14	0	3	0	-11	23	-15	3	18
O=C1NC[C@H](c2ccccc2)N(CCc2cccc3ccccc23)C1=O	2	-1	10	3	-18	-5	1	1	6
CC1CCN(S(=O)(=O)c2ccc3c(c2)NC(=O)CS3)CC1	-5	1	4	9	-9	3	1	0	-7
Cc1nc2ccc(NS(=O)(=O)c3ccc(F)c(C)c3)cc2[nH]1	1	-3	-2	22	8	16	8	-3	-6
CCOC(=O)N1CCC(N2CCN(CCC(C)C)C(CCO)C2)CC1 (stereo unspecified)	10	0	23	-1	-3	14	-3	-8	-10
CC1(c2ccc(OC(F)F)cc2)NC(=O)N(CC(=O)Nc2ccc(S(N)(=O)=O)cc2)C1=O (stereo unspecified)	0	-2	4	-7	-15	0	-1	-12	-12
CCCCCCc1cc2cc(C(=O)NCc3ccccc3)c(=N)oc2cc1O	-3	-32	-276	-10	-10	-16	-6	-1	6
CCC(C)NC(=O)CSc1nc2scc(-c3ccccc3)c2c(=O)[nH]1 (stereo unspecified)	-7	-7	8	-16	-9	23	7	-6	20
CCOC(=O)c1c(C)oc2ccc(O)c(CN3CCCCC3)c12	2	1	5	-2	-18	14	0	-11	-26
CC(C)c1ccc(/C=C/C(=O)NCc2ccc(S(N)(=O)=O)cc2)cc1	-5	-3	12	10	3	10	-1	-5	16
CC(=O)c1cc(CC=C(C)C)c(O)c(CC=C(C)C)c1O	-1	2	12	0	-5	11	-2	2	3
COc1ccc(C(C(=O)NC2CCCC2)N(C(=O)c2csnn2)C2CC2)cc1 (stereo unspecified)	8	1	2	1	-10	12	-1	-4	7
Cc1ccc(S(=O)(=O)N2CCN(C(=O)CSc3ccccn3)CC2)c(C)c1	3	-26	-8	-5	3	17	0	-2	17
Cc1c(C(=O)Nc2ccc(Cl)cn2)oc2ccccc12	-16	0	10	-2	2	2	-5	-2	6
COC(=O)CCC(=O)N1CCCC(C(=O)c2cc(F)ccc2F)C1 (stereo unspecified)	6	2	15	-1	-17	15	-3	-3	2
CN(CCC1CCCCO1)C(=O)c1cc(COc2ccc(F)cc2F)on1 (stereo unspecified)	-14	1	4	-19	-14	15	-5	-1	4
OCC[C@@H]1C[C@H](O)[C@@H](O)[C@@]2(Cc3ccccc3O2)O1	6	-2	18	4	-19	-2	-3	-1	-4
Cc1ccc(C(OCC(O)CN2CCCCC2)c2ccccc2)cc1 (stereo unspecified)	-7	2	7	-27	-20	2	-1	5	12
COc1ccc(Br)cc1/C=N/NC(=O)c1cccnc1	-9	2	1	4	7	15	-11	-3	0
Cc1cccc(NC(=S)NC(=O)CCc2ccccc2)c1C	4	0	10	9	-6	26	3	-1	-6
COC(=O)c1cnc(Oc2ccc(NC(=O)NC(=O)c3ccccc3Cl)cc2)cc1C(F)(F)F	-9	1	16	12	-9	5	14	-2	-10

One compound at a time (already shown). Values in the order: SENP8 block-1 | SENP1 FRET inh | SENP8 block-2 | PfGluPho inh | SENP6 block | NALP3 yeast inh | SENP7 inh | HKDC1 inh | Apaf1 inhib
Record of Cc1nn(C(=O)c2ccco2)c(C)c1Sc1ccccc1 → 0 | 0 | 19 | -9 | -7 | -1 | -5 | 7 | 12
Record of COC(=O)CCC(=O)N1CCCC(C(=O)c2cc(F)ccc2F)C1 (stereo unspecified) → 6 | 2 | 15 | -1 | -17 | 15 | -3 | -3 | 2

Going on with the list.
SMILES	SENP8 block-1	SENP1 FRET inh	SENP8 block-2	PfGluPho inh	SENP6 block	NALP3 yeast inh	SENP7 inh	HKDC1 inh	Apaf1 inhib
Cc1cccc(OCCn2ccnc2)c1C	9	1	18	-3	6	18	6	-10	-9
CCOc1ccc2nc(CN3CCN(Cc4ccsc4)C(CCO)C3)ccc2c1 (stereo unspecified)	3	-3	-39	-15	4	25	-1	1	-1
CCN(CC(=O)Nc1ccc(NC(C)=O)cc1)C(=O)c1c(C)nn(Cc2ccc(C)cc2)c1Cl	/	2	3	-6	/	/	/	-5	/
COc1ccc(C(C)=O)cc1COc1nc(C)nc2ccccc12	3	-2	-4	1	-16	4	3	-5	0
C/C(=N\NC(=O)OC(C)(C)C)c1cccc([N+](=O)[O-])c1	-5	1	4	9	4	13	4	-6	-5
CCS(=O)(=O)N1CCC(C(=O)NCCC2=CCCCC2)CC1	2	5	3	0	-39	-3	0	13	-23
